S1P3 antag – S1P3 (human) receptor antagonism; 0.27% of 170,000 active; CHO S1P3 NFAT-BLA reporter, FRET fluorescence, antagonist mode; inhibition, % at 4.98 µM; Q99500;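 active = inhibition above the plate cutoff, the mean inhibition of test wells on that plate plus 3 SD, cut at about 28% in these data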;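 note: cells challenged with S1P at its EC80 of 0.8 µM; blue over green emission ratio from cleaved BLA substrate after 4 h stimulation; 0% = S1P-stimulated wells and 100% = unstimulated DMSO-only wells; some compounds past the cut are filed as inactive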
Target sequence (Q99500 whole entry, looked up): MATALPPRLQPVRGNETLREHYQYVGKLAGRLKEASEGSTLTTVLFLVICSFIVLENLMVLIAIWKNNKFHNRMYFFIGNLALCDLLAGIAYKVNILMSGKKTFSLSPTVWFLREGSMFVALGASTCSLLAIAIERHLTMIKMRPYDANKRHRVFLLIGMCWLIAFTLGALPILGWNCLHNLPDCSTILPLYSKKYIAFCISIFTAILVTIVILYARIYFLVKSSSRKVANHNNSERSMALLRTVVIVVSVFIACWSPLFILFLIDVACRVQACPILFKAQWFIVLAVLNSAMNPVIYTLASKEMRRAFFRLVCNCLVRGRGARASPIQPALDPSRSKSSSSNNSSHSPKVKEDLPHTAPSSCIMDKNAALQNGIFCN
Redox H2O2 prof – compounds producing H2O2 with reducing agent – biochemical, NIH compound library profiling, artefact control for MLSCN library redox annotation, primary screen; DTT-dependent redox cycling H2O2, phenol red/HRP absorbance; 100% = 100 µM peroxide control, 0% = buffer; activation, % at 10 µM; 0.03% of 200,000 active; AID 878;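 active = activation of at least 50% relative to the plate's high and low controls in the primary single-dose screen; inactive = activation below 50%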;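 note: compound incubated with DTT at 0.8 mM final as the reducing agent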
RAM inhibit – yeast RAM network inhibition | S. cerevisiae dse1pr::URA3 reporter, 5-FOA growth OD615, 2 d; analog-sensitive cbk1-as2 kinase mutant strain | inhibition, % at 50 µM | 1.8% of 190,000 active | AID 868;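 active = inhibition above a set limit, 3 SD over mean compound inhibition, cut at about 8.4% in these data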;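 note: 0% = DMSO-only wells with no growth and 100% = 10 µM 1-NA-PP1 full growth; inhibition rescues growth on 5-FOA so higher OD means more RAM inhibition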
PPARg SRC2 recr – PPARgamma-driven SRC-2 recruitment agonism | P37231 | PPARgamma LBD-SRC-2 recruitment, biochemical | activation, % at 8 µM | 0.34% of 200,000 active | AID 1032; in the data active = activation above about 22%;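 note: 0% = vehicle and 100% = reference agonist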
Target sequence (P37231 whole entry, looked up, the tested form may be a part): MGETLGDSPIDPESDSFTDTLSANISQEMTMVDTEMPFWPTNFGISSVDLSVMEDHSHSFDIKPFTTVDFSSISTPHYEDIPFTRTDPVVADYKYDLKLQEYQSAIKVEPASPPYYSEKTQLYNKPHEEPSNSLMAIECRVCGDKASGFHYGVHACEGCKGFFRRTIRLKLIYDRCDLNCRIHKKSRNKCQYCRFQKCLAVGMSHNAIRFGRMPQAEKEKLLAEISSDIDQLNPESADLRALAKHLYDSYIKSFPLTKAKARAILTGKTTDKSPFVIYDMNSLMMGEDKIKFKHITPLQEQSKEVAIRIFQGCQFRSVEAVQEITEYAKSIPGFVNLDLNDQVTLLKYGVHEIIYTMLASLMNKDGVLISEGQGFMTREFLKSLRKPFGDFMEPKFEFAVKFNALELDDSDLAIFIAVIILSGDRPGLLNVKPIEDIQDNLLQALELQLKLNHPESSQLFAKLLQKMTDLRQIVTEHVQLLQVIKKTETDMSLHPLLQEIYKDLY
Efa HMGR inh – E. faecalis class II HMG-CoA reductase inhibition; AID 1066; purified E. faecalis HMGR, NADPH absorbance 340 nm kinetic; inhibition, % at 10 µM; 0.41% of 190,000 active;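 active = inhibition above a set limit, the median over all tested compounds plus 3 SD, cut at about 9.5% in these data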;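 note: enzyme runs in reverse so mevalonate oxidation gives rising NADPH absorbance; 0% = complete reaction with DMSO and 100% = background rate lacking mevalonate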
ROMK mod – modulates human ROMK potassium channel activity; Tet-inducible ROMK, thallium flux fluorescence; actives lie on both sides; B-score at 10 µM; 2% of 130,000 active; P48048;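 active = signal ratio slope over the read window, or its plate-corrected B-score, at least 3 SD from the plate mean, either direction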;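 note: B-score of the F/F0 ratio slope over 7 to 12 s after thallium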
bIAP inh – blocks bovine intestinal alkaline phosphatase activity; inhibition, % at 20 µM; 190,000 tested, under 10 active; purified bovine IAP, CDP-star luminescence, 30 min;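 active = over 50% inhibition of intestinal alkaline phosphatase at 20 µM in the single-dose screen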
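Assay system – bovine IAP enzyme · Quantity – bovine IAP at 1/65,000,000 final dilution · Detection – CDP-star luminescence signal · Times – 30 min reaction at room temperature · Also added – CDP-star substrate at 30 µM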
TR-FRET SRC-2 ct – flags TR-FRET format artefacts in PPARgamma SRC-2 recruitment agonist screen; AID 1049; TR-FRET artefact counter-screen; stronger effect = higher value; TR-FRET ratio at 8 µM; 0.4% of 200,000 active; in the data active = TR-FRET ratio above about 2000; note: inactives centre near 1500; reference of the scale not given here
L major viab – reduces viability of Leishmania major promastigotes. resazurin fluorescence viability. 9% of 200,000 active. inhibition, % at 10 µM; in the data active = inhibition above about 50%;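 note: promastigotes grown with compound for 44 hours at 28 °C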
PPARg SRC1 recr – agonists of human PPARgamma SRC-1 coactivator recruitment; P37231; PPARgamma-SRC-1 coactivator recruitment biochemical assay; activation, % at 8 µM; 0.41% of 200,000 active; in the data active = activation above about 19%;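 note: 0% = DMSO and 100% = reference agonist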
PPARg SRC-3 ag – agonists of human PPARgamma SRC-3 coactivator recruitment; activation, % at 8 µM; 0.26% of 200,000 active; biochemical PPARgamma/SRC-3 coactivator recruitment assay; AID 731; P37231; in the data active = activation above about 23%;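 note: 0% = DMSO and 100% = reference agonist; some compounds past the cut are filed as inactive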
Starred values were filed as active, the others as inactive; i = inactive; / = no result given; & = joins results of further samples.

SMILES	S1P3 antag	Redox H2O2 prof	RAM inhibit	PPARg SRC2 recr	Efa HMGR inh	ROMK mod	bIAP inh	TR-FRET SRC-2 ct	L major viab	PPARg SRC1 recr	PPARg SRC-3 ag
COc1c(C)oc2cc(O)ccc2c1=O	-22.0	-0.5	3.6	0.6	-3.9	-0.319	5.5	1570	-1.6	7.1	6.9
Cn1nc(CC(=O)NC2CCCCC2)c2ccccc2c1=O	/	-3.8	1.0	6.6	2.4	/	10.7	1478	4.4	3.8	-5.2
Cc1nc2sc(C(c3cccc(F)c3)N3CC(C)OC(C)C3)c(O)n2n1 (centres undefined)	0.3	1.8	3.9	7.8	-1.8	0.224	0.7	1564	-9.4	6.9	2.5
C#CCSC1=C(C#N)C(c2cccs2)C(C(=O)OCC)=C(C)N1 (centres undefined)	/	-1.0	7.5	0.1	-1.0	0	5.0	1496	13.9	-1.3	3.5
O=C(Nc1cnn(Cc2ccccc2)c1)c1nc2ncccn2n1	-3.5	0.0	0.0	4.1	-2.5	/	6.9	1854	-1.9	3.4	-3.1
Cc1ccc2c(c1)c1c3n2CCN=C3CCC1	/	0.1	2.5	-0.5	0.3	-1.32	9.7	1547	-4.0	7.3	-0.2
CCc1noc(C)c1C(=O)Nc1nc(-c2ccc(Cl)cc2Cl)cs1	-6.2	0.3	1.8	4.0	-3.8	/	26.8	1743	46.2	0.3	2.8
COc1ccc(Br)cc1C(=O)N/N=C/c1ccc([N+](=O)[O-])cc1	-5.0	0.1	0.9	5.4	4.0	-0.369	1.5	1717	6.8	30.1*	-0.3
CCOC(=O)c1nnn(CC(=O)Nc2cccc(OC)c2)c1C(=O)OCC	/	0.7	0.9	-2.4	1.4	0.631	-2.8	1402	-0.6	1.1	-4.6
Cn1c(SCC(=O)NC(c2ccccc2)c2ccccc2)nnc1-c1cccs1	/	-0.1	0.7	2.6	-1.5	0.391	-8.3	1517	21.1	12.2	12.1
COc1ccccc1N(CC(=O)NCc1cccnc1)S(C)(=O)=O	-6.9	0.3	-0.5	-6.3	-3.3	-0.656	6.5	1450	0.6	-1.3	-7.0
CN(Cc1nnc(SCC(=O)NCCc2ccccc2)n1C)S(=O)(=O)c1ccccc1	-17.4	1.1	1.5	6.8	-1.3	-1.02	4.2	1502	-4.1	7.3	3.8
N#CCCSc1nc(N2CCOCC2)c2c(c1C#N)CCCC2	/	0.5	3.1	6.7	0.0	-1.18	9.8	1463	8.4	-2.8	3.5
COc1ccccc1Oc1ccc2c(c1)C(=O)N(c1cccc(O)c1)C2=O	-1.0	0.7	5.2	8.2	2.5	/	6.9	1742	-6.9	9.5	8.4
Cc1ccc(C)c(NC2=NC3(CCCCC3)N=C(N)N2)c1	2.7	2.8	-0.5	9.7	-4.6	-0.361	4.0	1562	-2.6	4.9	-11.4
Cc1ccc(CN=C2Nc3ccccc3CS2)cc1	/	-0.5	-0.3	2.8	2.2	/	6.1	1675	86.3*	8.5	15.5
COc1cc(-c2nc(CN(C)Cc3nnc(C)o3)c(C)o2)ccc1F	-11.1	-0.7	1.9	0.0	-1.8	/	2.7	1630	-8.8	1.8	5.9
CC(=O)/C(N=Nc1cc2c(cc1[N+](=O)[O-])OCCO2)=C(\C)O	-10.0	0.4	1.9	-6.7	-9.4	0.0124	10.7	1343	-0.3	8.0	2.1
Cc1cc(C(=O)OC(C)C(=O)Nc2nc(-c3ccccc3)cs2)c(C)o1 (centres undefined)	/	0.4	4.8	7.1	-3.0	0.012	4.9	1542	5.2	6.8	11.3
CC(C)CCNC(=O)c1ccc(C2SCC(=O)N2Cc2ccco2)cc1 (centres undefined)	/	0.6	-0.4	-0.9	-9.2	/	9.4	1482	-3.4	-0.6	-0.5
COc1ccc([N+](=O)[O-])cc1N(CC(=O)NCC1CCCO1)S(C)(=O)=O (centres undefined)	-4.1	-0.2	-0.3	8.2	-2.6	-0.0119	5.9	1644	58.0*	6.8	7.4
CC(=O)Nc1ccc(N2C(=O)CC(c3ccccc3)CC2=O)cc1	/	-4.6	0.9	2.5	-9.4	0.0911	6.4	1604	-5.0	7.5	4.8
Cc1nn(-c2ccccc2)c(N2CCCC2)c1/C=N/NC(=S)Nc1cc(C(F)(F)F)ccc1Cl	-2.1	0.6	-1.3	5.2	-0.8	/	25.3	1451	9.9	8.4	2.6
CSc1ccc(/C=N/NC(=O)CN2CCN(Cc3ccc(C)cc3)CC2)cc1	0.8	-0.1	0.9	9.2	-6.7	/	12.9	1570	1.4	3.8	5.8
CSC1=NCCN1C(=O)c1ccc(S(=O)(=O)N(C)C)cc1	-27.2	-1.3	1.3	-5.2	-8.5	/	2.4	1499	4.0	2.7	-6.0
CC(=O)c1ccc(OC(=O)c2cc3ccccc3oc2=O)cc1	-8.0	-1.3	0.6	6.0	6.3	-1.02	0.3	1661	2.5	7.8	-2.2
CCCCCCc1nc2ccccc2c(=O)n1NC(=O)c1c(O)c2c(n(CC(C)C)c1=O)CCCC2	/	0.8	6.9	17.9	-3.4	/	-9.3	1433	54.2*	10.8	6.9
COc1cccc(NC(=O)Nc2ccccc2SC)c1	9.2	-0.9	0.1	4.0	-5.3	-0.433	-4.0	1501	4.6	6.0	13.5
Cc1cccc(N(CC(=O)Nc2c(C)n(C)n(-c3ccccc3)c2=O)S(C)(=O)=O)c1	/	0.0	1.1	0.8	0.2	/	-7.5	1284	-5.9	-7.8	1.0
Cc1ccc(C(=O)C[n+]2cc(-c3ccccc3)n3c2CCCCC3)cc1	-16.1	-0.9&1.6	0.8&-1.3	0.8&-8.2	-3.2&-2.6	-3.3*	-52.2&9.1	1572&1287	100.0*	4.5&1.9	1.9&-9.9
CN(c1ccccc1)S(=O)(=O)c1ccc(C(=O)Nc2nnc(C3=COCCO3)o2)cc1	1.4	-1.5	0.5	0.9	2.0	0.0968	-6.1	1664	-4.0	-0.6	-1.9
CCNc1nc(OCC)nc(N2CCC(Cc3ccccc3)CC2)n1	-1.6	0.1	1.6	-7.8	1.1	-0.45	7.4	1370	26.2	1.8	-7.0
Oc1ccccc1/C=N/n1c2ccccc2c2ccccc21	/	-3.5	9.7*	-1.0	-9.5	/	0.0	1583	-5.6	-2.6	11.0
CS(=O)(=O)NCCSCc1ccccc1	-14.1	2.3	0.5	9.6	-3.8	/	0.3	1610	-7.1	2.9	-3.6
CCOC(=O)CNC(=O)c1ccc(C#CC2(O)CCCCC2)cc1	-0.4	-0.3	1.0	-3.6	-3.6	/	0.6	1424	11.0	-2.8	-0.2
Cc1c(-n2cc(C(=O)c3cc(F)ccc3O)cc(C#N)c2=O)c(=O)n(-c2ccccc2)n1C	-6.9	0.0	1.1	-6.6	-0.1	0.343	30.2	1542	6.4	-7.2	-5.4
CC(C)CN(C(=O)COC(=O)C12CC3CC(CC(O)(C3)C1)C2)C1CCS(=O)(=O)C1 (centres undefined)	-33.9	0.1	-0.9	9.4	-3.3	0.976	-0.6	1683	-4.5	5.4	0.2
CC(C)C[C@H](NC(=O)c1nc[nH]c1C(=O)N1CCN(C(=O)OC(C)(C)C)CC1)C(=O)OCc1ccccc1	-10.9	0.6	-0.2	-2.7	-1.6	/	-5.1	1849	37.1	9.8	0.3
Cc1cc(NC(=O)CCCC(=O)NCc2cccs2)no1	3.3	-0.2	0.0	2.8	2.1	0.897	8.9	1387	-1.6	-8.1	2.5
Cc1c(Cl)ccc2c(C(=O)NC(C)c3ccncc3)cc(-c3ccncc3)nc12 (centres undefined)	2.8	-0.5	1.0	4.3	-2.8	-0.457	-23.6	1357	39.5	-4.6	-1.6
COc1ccc(N(C)C2=NS(=O)(=O)c3ccccc32)cc1	/	1.8	1.3	-0.1	-3.1	0.259	11.1	1395	12.3	-1.9	1.0
Cc1occc1C(=O)N/N=C/C1=C(N2CCOCC2)C(=C\c2ccc(Cl)cc2Cl)/CC1	-18.3	11.8	3.8	-2.7	-1.4	-0.0542	16.3	1432	92.9*	-7.1	0.3
Cc1ccc(NC(=O)Nc2cc(C)on2)cc1	-7.2	0.7	1.5	8.9	6.2	0.123	-3.0	1726	-3.6	8.3	2.1
O=C(Nc1nnc(COc2ccccc2)s1)C1CCN(S(=O)(=O)c2ccc(Cl)cc2)CC1	/	0.5	4.8	8.8	-11.6	-0.396	6.2	1757	-5.4	2.4	8.5
Cc1c(/C=N/NC(=O)CNc2ccccc2)c2ccccn2c1C(=O)c1ccc(Cl)cc1	4.0	0.6	7.3	3.1	-10.2	/	i	1486	7.9	4.7	-3.3
O=C(NCCO)C(c1ccccc1)c1ccccc1	-4.0	-0.1	0.0	-2.3	-1.4	-0.328	36.9	1391	-2.0	-11.1	-5.5
S=C(Nc1ccc(Cl)c(Cl)c1)NC1CCCCC1	/	-4.2	7.1	-1.5	-2.4	/	11.3	1550	18.0	-4.0	-5.9
COc1ccc(C2C(C#N)=C(N)Oc3n[nH]c(C)c32)cc1CN1CCN(c2ccc(F)cc2)CC1 (centres undefined)	/	2.2	0.9	-9.6	-0.3	-2.07	-0.8	1474	60.8*	6.3	10.1
Cc1ccccc1NC(=O)c1ccc([N+](=O)[O-])o1	1.8	-0.9	-0.4	2.9	-1.5	1.75	-0.3	1471	69.2*	1.0	4.4
S=c1[nH]nc(-c2ccc3ccccc3n2)n1-c1ccccc1	-8.4	0.4	2.3	9.4	-4.4	/	10.5	1607	0.0	5.2	3.9
CO[C@H]1C=CO[C@@]2(C)Oc3c(C)c(O)c4c(O)c(c(C=NN5CCN(C6CCCC6)CC5)c(O)c4c3C2=O)NC(=O)C(C)=CC=C[C@H](C)[C@H](O)[C@@H](C)[C@@H](O)[C@@H](C)[C@H](OC(C)=O)[C@@H]1C	0.3	/	/	7.5	4.1	/	24.6	1724	/	6.2	3.7
CCOC(=O)c1c(NC(=O)C(=O)N/N=C/c2ccc(OCC)cc2)sc2c1CCCCC2	1.9	0.0	0.7	-3.3	-4.1	-0.974	10.0	1588	21.9	-1.4	1.3
Cc1ccc(-c2nnn(CC(=O)Nc3ccc(S(=O)(=O)N4CCC(C)CC4)cc3)n2)cc1	18.6	2.4	6.0	2.5	-2.1	/	38.8	1518	-1.5	-9.8	-15.2
COc1ccc(COCC(O)CN2CCOCC2)cc1OC (centres undefined)	4.7	1.6	0.8	-9.8	-1.5	/	2.9	1569	11.7	-6.2	-7.8
COc1cccc(-c2nnc(N(C)C(=O)C3CCOC3)s2)c1 (centres undefined)	/	-1.1	-0.5	3.6	-5.6	/	-5.9	1556	-10.6	-0.9	-2.0
O=C(CSCCO)Nc1cccc(C(F)(F)F)c1	1.3	-0.8	2.1	-4.0	0.2	/	7.4	1425	-1.9	2.7	1.4
O=C(C=C1CCN(c2ncc(C(F)(F)F)cc2Cl)CC1)NNC(=O)Nc1ccccc1	/	1.6	2.5	3.4	0.1	/	-1.4	1573	-1.4	-0.4	3.8
